mIAP block: blocks mouse intestinal alkaline phosphatase. hit rate 0.2% among 330,000. inhibition, % at 10 µM. purified mouse IAP, CDP-Star luminescence, 30 min;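 active = inhibition of at least 40% at 10 µM in the primary screen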;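 note: plate controls were DMSO with enzyme for no effect and no enzyme wells for full effect; values of inactives mirror those of a sister screen read the other way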
MPTP block: blocks calcium-induced mitochondrial swelling | isolated mouse mitochondria, Ca2+ swelling absorbance, 30 min | hit rate 1.4% among 360,000 | inhibition, % at 10 µM;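 active = inhibition of 50% or more, scaled per plate between neutral and stimulator controls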;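 note: 0% = DMSO wells given calcium and 100% = 1 mM EGTA wells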
hIAP act: increases human intestinal alkaline phosphatase activity | hit rate 0.16% among 330,000 | AID 2524 | activation factor at 10 µM | purified human IAP, CDP-Star luminescence, 30 min; active compounds read high; 1 = vehicle-only enzyme, 0 = enzyme-free background;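 active = activation factor of the enzyme at least 2-fold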; note: the source names both 10 and 20 µM as test concentration; values of inactives mirror those of a sister screen read the other way
Target sequence (P09923 whole entry, looked up): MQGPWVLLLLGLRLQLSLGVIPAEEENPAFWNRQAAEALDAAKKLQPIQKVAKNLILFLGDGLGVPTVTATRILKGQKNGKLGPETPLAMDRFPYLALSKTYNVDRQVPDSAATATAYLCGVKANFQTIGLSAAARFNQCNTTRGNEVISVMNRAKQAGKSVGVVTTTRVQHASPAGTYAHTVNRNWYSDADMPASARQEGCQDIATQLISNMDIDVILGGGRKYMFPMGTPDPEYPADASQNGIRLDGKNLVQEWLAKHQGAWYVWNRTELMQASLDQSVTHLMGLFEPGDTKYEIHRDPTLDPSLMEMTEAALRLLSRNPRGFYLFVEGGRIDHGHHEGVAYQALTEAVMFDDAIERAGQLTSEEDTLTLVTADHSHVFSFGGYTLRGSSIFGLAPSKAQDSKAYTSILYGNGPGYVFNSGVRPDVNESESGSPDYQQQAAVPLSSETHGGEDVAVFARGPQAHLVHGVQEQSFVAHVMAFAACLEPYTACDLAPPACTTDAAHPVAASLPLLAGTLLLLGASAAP
hIAP inh: human IAP inhibition; P09923; purified IAP, CDP-Star luminescence, 30 min; inhibition, % at 10 µM; hit rate 0.12% among 330,000; AID 2544;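 active = inhibition reaching a set limit with compound at 10 µM in the primary screen, cut at about 35% in these data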;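 note: plate controls were DMSO wells with enzyme for no effect and no-enzyme buffer wells for full effect; values of inactives mirror those of a sister screen read the other way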
A3A deaminase: inhibitors of human APOBEC3A DNA deaminase; P31941; inhibition, % at 20 µM; recombinant A3A, FAM/TAMRA ssDNA deamination fluorescence; hit rate 0.41% among 330,000;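 active = at least 40% inhibition at 20 µM here, with at most 30% in a related deaminase screen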;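 note: plate controls were A3A with DMSO for no effect and wells lacking A3A enzyme for full effect; some results filed as inactive read as strong as hits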
Target sequence (P31941 whole entry, looked up): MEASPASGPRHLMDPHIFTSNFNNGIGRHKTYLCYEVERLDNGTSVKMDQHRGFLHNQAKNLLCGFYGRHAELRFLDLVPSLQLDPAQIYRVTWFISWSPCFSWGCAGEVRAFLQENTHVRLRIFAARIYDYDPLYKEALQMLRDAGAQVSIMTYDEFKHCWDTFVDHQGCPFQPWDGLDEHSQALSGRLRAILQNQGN
NR3A LBD binder: modulators (binders) of human NR3A ligand-binding domain | AID 1259313 | NR3A LBD differential scanning fluorimetry, Tm shift; 0% = protein alone, 100% = glycine-bound protein | hit rate 2.5% among 340,000 | Tm shift relative to glycine control, % at 25 µM;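 active = melting temperature shift of at least 10% of the positive control shift, at one fixed dose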
mIAP activ: mouse IAP activation. muIAP, CDP-Star luminescence, 30 min; active compounds read high; 1 = vehicle-only enzyme signal, 0 = enzyme-free wells. AID 2805. hit rate 0.24% among 330,000. activation factor at 10 µM;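 active = activation factor of at least 2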; note: the source names both 10 and 20 µM as test concentration; values of inactives mirror those of a sister screen read the other way
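System: Mouse IAP enzyme | Also added: CDP-Star substrate | Dosing: Compounds dispensed in DMSO | Schedule: 30 min enzyme-substrate-compound incubation at room temperature | Technique: Chemiluminescence readout | Control set: DMSO-only wells and no-enzyme negative control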
beta cell repl: induces beta-cell replication in MIN6 cells; AID 2380; MIN6 cells proliferation, ATPlite luminescence, 48 h; cells starved in 0.2% serum; 100% = growth in 10% serum; hit rate 0.29% among 330,000; proliferation, % at 10 µM;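 active = compounds whose signal lies at least 3.5 SD above the mean of all wells on their plate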;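 note: 0% = DMSO-treated cells in low-serum medium and 100% = 10% serum control; some compounds called inactive have numbers as strong as hits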
APOBEC3G inh: inhibitors of human APOBEC3G DNA deaminase; hit rate 0.28% among 330,000; recombinant A3G, ssDNA deamination FAM/TAMRA fluorescence; AID 493012; inhibition, % at 20 µM; Q9HC16;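 active = inhibition of at least 40% at 20 µM, with no more than 30% in the related APOBEC3A deaminase screen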;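 note: plate controls were DMSO wells with A3G for no effect and wells lacking A3G enzyme for full effect; some compounds called inactive have numbers as strong as hits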
Target sequence (Q9HC16 whole entry, looked up): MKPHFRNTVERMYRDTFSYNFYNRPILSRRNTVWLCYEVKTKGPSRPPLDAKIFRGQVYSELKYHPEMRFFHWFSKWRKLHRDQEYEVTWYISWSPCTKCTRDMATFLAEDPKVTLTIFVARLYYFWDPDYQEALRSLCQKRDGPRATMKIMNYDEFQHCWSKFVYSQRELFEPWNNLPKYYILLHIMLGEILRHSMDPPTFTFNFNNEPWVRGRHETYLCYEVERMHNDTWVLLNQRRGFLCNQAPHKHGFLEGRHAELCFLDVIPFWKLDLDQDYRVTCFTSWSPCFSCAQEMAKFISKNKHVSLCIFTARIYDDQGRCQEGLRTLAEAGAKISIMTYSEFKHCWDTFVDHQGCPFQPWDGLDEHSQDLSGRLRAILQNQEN
Active calls of the source: *.

`CCc1cccc(C)c1NC(=O)N(C)C1CCCCC1` gave mIAP block 9, MPTP block 0.8, hIAP act 1.3, hIAP inh -28, A3A deaminase -1, NR3A LBD binder 1, mIAP activ 0.91, beta cell repl -3 and APOBEC3G inh -1.
For COc1ccc(OC)c(C2=NOC(C(=O)N3CCCc4ccccc43)C2)c1 (stereo unspecified) the results were mIAP block 2, MPTP block 1.5, hIAP act 0.98, hIAP inh 2, A3A deaminase -1, NR3A LBD binder 0, mIAP activ 0.97, beta cell repl -3 and APOBEC3G inh -5.
For O=C(NCc1cccnc1)C1CC(c2ccc(F)cc2)=NO1 (stereo unspecified) the results were mIAP block 1, MPTP block -0.6, hIAP act 0.98, hIAP inh 2, A3A deaminase -8, NR3A LBD binder 0, mIAP activ 0.99, beta cell repl 1 and APOBEC3G inh -2.
Cc1cc2nn(-c3cccc4ccccc34)nc2cc1NC(=O)c1cccs1 was read as mIAP block 0, MPTP block 5.2, hIAP act 1.1, hIAP inh -5, A3A deaminase 4, NR3A LBD binder -3, mIAP activ 1, beta cell repl -3 and APOBEC3G inh 1.
CC1(C)OC1COc1c2ccoc2cc2oc(=O)ccc12 (stereo unspecified) was read as mIAP block 4, MPTP block -0.6, hIAP act 0.98, hIAP inh 2, A3A deaminase 8, NR3A LBD binder -1, mIAP activ 0.96, beta cell repl -3 and APOBEC3G inh 0.
CCOc1ccc(C2=NNC(c3cccnc3)=Nc3ccc(OC)cc32)cc1 was read as mIAP block 14, MPTP block 0.8, hIAP act 1.3, hIAP inh -25, A3A deaminase -5, NR3A LBD binder -1, mIAP activ 0.86, beta cell repl -1 and APOBEC3G inh -6.
`O=C(NNc1c2ccccc2nc2ccccc12)c1cccc(O)c1` gave mIAP block 17, MPTP block 2.9, hIAP act 0.79, hIAP inh 21, A3A deaminase 10, NR3A LBD binder -1, mIAP activ 0.83, beta cell repl -1 and APOBEC3G inh -6.
CCOC(=O)C(C)Oc1cccc2c(=O)n(CC(=O)NCc3ccco3)ccc12 (stereo unspecified) was read as mIAP block 7, MPTP block -1.0, hIAP act 0.85, hIAP inh 15, A3A deaminase -1, NR3A LBD binder -2, mIAP activ 0.93, beta cell repl -3 and APOBEC3G inh 0.
Screening OC1CCNC(=S)N1c1ccccc1 (stereo unspecified) returned mIAP block -6, MPTP block -0.3, hIAP act 1.1, hIAP inh -14, A3A deaminase -4, NR3A LBD binder 0, mIAP activ 1.1, beta cell repl -1 and APOBEC3G inh -4.
O=S(=O)(N1CCCCC1)N1CCN(c2ccccc2F)CC1 was read as mIAP block 0, MPTP block 0.5, hIAP act 1.1, hIAP inh -14, A3A deaminase -3, NR3A LBD binder -1, mIAP activ 1, beta cell repl -2 and APOBEC3G inh -3.
`COc1ccc(CC(=O)Nc2ccc(-c3nc4cc(C)ccc4o3)c(O)c2)cc1OC` gave mIAP block -29, MPTP block 1.1, hIAP act 0.9, hIAP inh 10, A3A deaminase 8, NR3A LBD binder -6, mIAP activ 1.3, beta cell repl -3 and APOBEC3G inh 29.
CCOc1ccc(CNS(=O)(=O)c2c(C(=O)N3CCCC3)c(C)n(C)c2C)cc1OC was read as mIAP block -8, MPTP block 1.9, hIAP act 1.4, hIAP inh -41, A3A deaminase -4, NR3A LBD binder -1, mIAP activ 1.1, beta cell repl 0 and APOBEC3G inh -6.
CN(C)C(CNC(=S)Nc1cccc(Cl)c1)c1ccccc1 (stereo unspecified) was read as mIAP block -30, MPTP block -0.4, hIAP act 0.95, hIAP inh 5, A3A deaminase -3, NR3A LBD binder 0, mIAP activ 1.3, beta cell repl -2 and APOBEC3G inh -8.
`O=C(c1cccs1)N1CCN(c2ncc(Br)cn2)CC1` gave mIAP block -6, MPTP block 1.2, hIAP act 0.79, hIAP inh 21, A3A deaminase 1, NR3A LBD binder 3, mIAP activ 1.1, beta cell repl -2 and APOBEC3G inh -4.
For CN(CC(=O)Nc1cccc(F)c1)C(=O)c1ccccc1OCCOc1ccccc1 the results were mIAP block -9, MPTP block 0.4, hIAP act 0.84, hIAP inh 16, A3A deaminase -2, NR3A LBD binder 1, mIAP activ 1.1, beta cell repl -5 and APOBEC3G inh -5.
`COc1ccc(N2C(=O)C3C(C2=O)C2C=CC3C23CC3)c(OC)c1` (stereo unspecified) gave mIAP block -5, MPTP block -1.2, hIAP act 0.91, hIAP inh 9, A3A deaminase -1, NR3A LBD binder 0, mIAP activ 1.1, beta cell repl -1 and APOBEC3G inh 0.
Screening Cc1ccc(-n2c(C)nc3c(cnn3-c3ccc(F)cc3)c2=O)cc1C returned mIAP block -1, MPTP block 8.1, hIAP act 0.97, hIAP inh 2, A3A deaminase 1, NR3A LBD binder 1, mIAP activ 1, beta cell repl -1 and APOBEC3G inh 0.
`Cc1c(C(=O)NCCSCc2c(Cl)cccc2Cl)cccc1[N+](=O)[O-]` gave mIAP block 10, MPTP block 10, hIAP act 0.99, hIAP inh 1, A3A deaminase -1, NR3A LBD binder -6, mIAP activ 0.9, beta cell repl -4 and APOBEC3G inh -1.
CCOc1ccc(NC(=O)COc2ccc3c(c2)CCC3)cc1OC was read as mIAP block -3, MPTP block 0.5, hIAP act 0.97, hIAP inh 3, A3A deaminase -1, NR3A LBD binder 2, mIAP activ 1, beta cell repl 0 and APOBEC3G inh 3.
Cc1ccnc(NC(=O)c2ccc3c(c2)NC(=O)C(C)S3)c1 (stereo unspecified) was read as mIAP block -4, MPTP block -0.8, hIAP act 0.93, hIAP inh 7, A3A deaminase -3, NR3A LBD binder 1, mIAP activ 1, beta cell repl -5 and APOBEC3G inh -5.
Screening CN(C)c1cc[n+](CC(=O)Nc2ccc(Cl)cc2)cc1 returned mIAP block -15, MPTP block 0.9, hIAP act 0.96, hIAP inh 4, A3A deaminase -5, NR3A LBD binder 0, mIAP activ 1.2, beta cell repl 2 and APOBEC3G inh -4.
Screening Cc1ccc(C)c(N2CCN(C(=O)c3ccc(NC4=NC5CS(=O)(=O)CC5S4)cc3)CC2)c1 (stereo unspecified) returned mIAP block 6, MPTP block -2.0, hIAP act 0.84, hIAP inh 16, A3A deaminase -6, NR3A LBD binder 0, mIAP activ 0.94, beta cell repl 3 and APOBEC3G inh -7.
Screening CN(C)c1ccc(N=Cc2nc(-c3ccccc3)oc2OC(=O)c2cccc(Br)c2)cc1 returned mIAP block -3, MPTP block -0.9, hIAP act 1.1, hIAP inh -6, A3A deaminase 0, NR3A LBD binder -3, mIAP activ 1, beta cell repl 3 and APOBEC3G inh 2.
For CCOC(=O)c1c(NC(=O)Cn2nc(C(F)F)cc2C(F)F)sc(C)c1C the results were mIAP block -3, MPTP block 1.2, hIAP act 0.8, hIAP inh 20, A3A deaminase -1, NR3A LBD binder 0, mIAP activ 1, beta cell repl -1 and APOBEC3G inh -2.
For COc1ccc(C(=O)NNC(=O)CSc2nnc(COc3ccccc3OC)n2C)cc1 the results were mIAP block -1, MPTP block 0.1, hIAP act 1.5, hIAP inh -53, A3A deaminase 4, NR3A LBD binder 0, mIAP activ 1, beta cell repl -2 and APOBEC3G inh -7.
Cc1n[nH]c(=O)nc1NCCN(C)C was read as mIAP block 16, MPTP block -3.5, hIAP act 1, hIAP inh 0, A3A deaminase -2, NR3A LBD binder 3, mIAP activ 0.84, beta cell repl -1 and APOBEC3G inh -4.
Screening Cn1cc(/C=N\NC(=O)c2cccs2)c2ccccc21 returned mIAP block 8, MPTP block 2.1, hIAP act 0.69, hIAP inh 31, A3A deaminase -4, NR3A LBD binder -2, mIAP activ 0.92, beta cell repl 2 and APOBEC3G inh -6.
`CC1(C)OC(=O)N(CC(=O)Nc2cccc(C(F)(F)F)c2)C1(C)O` (stereo unspecified) gave mIAP block -9, MPTP block -1.6, hIAP act 1.2, hIAP inh -16, A3A deaminase 1, NR3A LBD binder -3, mIAP activ 1.1, beta cell repl 1 and APOBEC3G inh -9.
`Cn1c(C(=O)NCCCN2CCCCC2)cc2sccc21` gave mIAP block 0, MPTP block -0.8, hIAP act 0.91, hIAP inh 9, A3A deaminase -1, NR3A LBD binder 1, mIAP activ 1, beta cell repl 0 and APOBEC3G inh -9.
Fc1ccc(CSc2nc3ncccc3[nH]2)cc1 was read as mIAP block 13, MPTP block -0.6, hIAP act 1.3, hIAP inh -26, A3A deaminase -1, NR3A LBD binder -1, mIAP activ 0.87, beta cell repl -3 and APOBEC3G inh -9.
`O=C(c1ccc(Cl)cc1)N1CCCC(C(=O)N2CCCCC2)C1` (stereo unspecified) gave mIAP block -3, MPTP block -1.0, hIAP act 1.1, hIAP inh -11, A3A deaminase 0, NR3A LBD binder 0, mIAP activ 1, beta cell repl -1 and APOBEC3G inh 2.
COc1ccc(C)cc1NC(=O)C(OC(=O)c1cccc(S(=O)(=O)N(C)c2ccccc2)c1)c1ccccc1 (stereo unspecified) was read as mIAP block 6, MPTP block 0.7, hIAP act 1.2, hIAP inh -17, A3A deaminase 3, NR3A LBD binder 1, mIAP activ 0.94, beta cell repl -2 and APOBEC3G inh -2.
For COc1ccc(OC)c(NC(=O)CN2C(=O)COc3ccc(C)cc32)c1 the results were mIAP block 2, MPTP block 1.6, hIAP act 1.1, hIAP inh -6, A3A deaminase 6, NR3A LBD binder 0, mIAP activ 0.98, beta cell repl -2 and APOBEC3G inh -3.
Screening O=C(CCN1C(=O)c2ccccc2S1(=O)=O)Nc1ccc(Cl)cc1 returned mIAP block -2, MPTP block -0.5, hIAP act 1, hIAP inh -2, A3A deaminase -5, NR3A LBD binder -1, mIAP activ 1, beta cell repl -1 and APOBEC3G inh -10.
`CCOC(=O)C1CCN(C(=S)Nc2ccc(CC)cc2)CC1` gave mIAP block 3, MPTP block -0.8, hIAP act 1.1, hIAP inh -13, A3A deaminase 1, NR3A LBD binder 0, mIAP activ 0.97, beta cell repl 3 and APOBEC3G inh 0.
Screening O=C(CSc1ccc(-c2ccc(F)cc2)nn1)N1CCOCC1 returned mIAP block -11, MPTP block -2.7, hIAP act 0.99, hIAP inh 1, A3A deaminase 0, NR3A LBD binder 1, mIAP activ 1.1, beta cell repl -2 and APOBEC3G inh -7.
For O=C(Nc1ccnn1C1CCN(C(=O)c2ccc(Cl)cc2)CC1)C1CC1 the results were mIAP block 4, MPTP block -2.6, hIAP act 1.1, hIAP inh -11, A3A deaminase 2, NR3A LBD binder 3, mIAP activ 0.96, beta cell repl 1 and APOBEC3G inh -3.
`O=C(NCc1cccc(C(F)(F)F)c1)C1CCCN(c2cnccn2)C1` (stereo unspecified) gave mIAP block 6, MPTP block -0.6, hIAP act 0.97, hIAP inh 3, A3A deaminase 3, NR3A LBD binder 3, mIAP activ 0.94, beta cell repl -3 and APOBEC3G inh -1.

2 neighbouring entries already listed, quoted:
For O=C(Nc1ccnn1C1CCN(C(=O)c2ccc(Cl)cc2)CC1)C1CC1 the results were mIAP block 4, MPTP block -2.6, hIAP act 1.1, hIAP inh -11, A3A deaminase 2, NR3A LBD binder 3, mIAP activ 0.96, beta cell repl 1 and APOBEC3G inh -3.
`O=C(NCc1cccc(C(F)(F)F)c1)C1CCCN(c2cnccn2)C1` (stereo unspecified) gave mIAP block 6, MPTP block -0.6, hIAP act 0.97, hIAP inh 3, A3A deaminase 3, NR3A LBD binder 3, mIAP activ 0.94, beta cell repl -3 and APOBEC3G inh -1.

Gathered by group, the entries above with an NH in an aromatic ring
Cc1n[nH]c(=O)nc1NCCN(C)C was read as mIAP block 16, MPTP block -3.5, hIAP act 1, hIAP inh 0, A3A deaminase -2, NR3A LBD binder 3, mIAP activ 0.84, beta cell repl -1 and APOBEC3G inh -4.
Fc1ccc(CSc2nc3ncccc3[nH]2)cc1 was read as mIAP block 13, MPTP block -0.6, hIAP act 1.3, hIAP inh -26, A3A deaminase -1, NR3A LBD binder -1, mIAP activ 0.87, beta cell repl -3 and APOBEC3G inh -9.

Bioassay records (PubChem)
